Screening results as filed in PubChem BioAssay.
Anesthetic bind: binds horse apoferritin like a general anesthetic. AID 485281. Potency, µM (doses to about 77.5 µM), for inactives: top-dose activity change, negative = displacement, hits mostly inhibitors. 0.074% of 350,000 active. apoferritin/1-aminoanthracene competitive binding, fluorescence; note: % is set by controls: 0 for no effect and ±100 for the full control effect; nearly all actives have a fitted effect of over 20% in size
Target sequence (P02791 2-175 limits assumed): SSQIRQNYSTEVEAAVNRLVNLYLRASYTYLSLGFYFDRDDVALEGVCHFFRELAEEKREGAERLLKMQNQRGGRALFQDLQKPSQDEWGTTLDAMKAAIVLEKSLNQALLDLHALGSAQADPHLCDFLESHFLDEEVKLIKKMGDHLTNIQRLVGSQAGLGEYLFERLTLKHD
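Probe: 1-aminoanthracene (50% saturated, PBS). Protein: horse-spleen apoferritin, 10 uM. Incubation: 10 min, room temperature. Detection: 380 nm excitation, 535 nm emission. Analysis: normalized response, four-parameter Hill.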
BAZ2B inh: inhibitors of human BAZ2B bromodomain; Potency, µM (titrated, usually from 114 µM), inactives show at the top dose activity change, negative = inhibition, hits mostly inhibitors; AlphaScreen BAZ2B-H3K14Ac peptide displacement; Q9UIF8; 4.4% of 360,000 active; note: % is set by controls: 0 for no effect and ±100 for the full control effect; nearly all actives have a fitted effect of over 60% in size
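Compounds, titrated to a top concentration of 110 uM, were incubated 30 min at room temperature with preformed BAZ2B/acetyl-K14 H3 peptide complex (50 nM each). Proximity signal was measured by AlphaScreen after 20 min with beads.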
POLI inh: DNA polymerase iota (human) inhibition; Q9UNA4; Pol iota fluorescent replication assay, 10 min; Potency, µM (highest dose often 115 µM), for inactives: at the top dose activity, negative = inhibition, most hits filed as inhibitors; 1% of 390,000 active
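Pol iota at 10 nM preincubated 15 min with compounds at room temperature; reaction started with fluorescent substrate, 50 nM final. Fluorescence read kinetically at 0 and 10 min; buffer-only wells as negative control.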
APE1 inh: blocks human APE1 abasic DNA cleavage. Potency, µM (doses to about 65.8 µM), inactives show top-dose activity change, negative = inhibition, usual class: inhibitors. AID 2517. P27695. 0.35% of 350,000 active. recombinant APE1, TAMRA/BHQ-2 abasic DNA cleavage fluorescence;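 note: plate controls were vehicle for no effect and reference inhibitor for full effect; nearly all actives have a fitted effect of over 55% in size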
Target sequence (P27695 whole entry, looked up): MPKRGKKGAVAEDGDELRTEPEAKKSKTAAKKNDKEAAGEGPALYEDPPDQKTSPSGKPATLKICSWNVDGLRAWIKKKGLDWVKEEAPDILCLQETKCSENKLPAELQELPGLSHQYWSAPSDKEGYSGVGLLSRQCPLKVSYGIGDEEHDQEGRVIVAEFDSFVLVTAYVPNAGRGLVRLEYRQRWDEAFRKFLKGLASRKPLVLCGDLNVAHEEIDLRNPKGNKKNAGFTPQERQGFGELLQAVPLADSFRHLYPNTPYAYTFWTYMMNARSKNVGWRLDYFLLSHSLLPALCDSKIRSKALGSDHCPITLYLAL
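APE1 at 0.75 nM preincubated 15 min at room temperature with compound. Reaction then started with 50 nM double-stranded THF-abasic substrate labelled with TAMRA/BHQ-2, and 525/598 nm fluorescence read kinetically. Activity taken as third-minus-first read difference, normalized to DMSO and NSC13755 controls.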
POLB inh: inhibitors of human DNA polymerase beta; P06746; Pol beta primer extension/strand displacement, fluorescence kinetic; Potency, µM (series often up to 114 µM), inactives show at the highest dose activity change, negative = inhibition, actives largely listed as inhibitors; 1.3% of 340,000 active; note: % is set by controls: 0 for no effect and ±100 for the full control effect
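10 nM enzyme + cpd, 15 min RT; start with substrate 50 nM final; read 0 min and after 10 min RT. Corrected, normalized data; 4-parameter Hill curve fit.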
Pol kappa inh: inhibitors of human DNA polymerase kappa | 0.53% of 400,000 active | Q9UBT6 | Potency, µM (doses to about 107 µM), for the others: at the highest dose activity, negative = inhibition, hits mostly inhibitors | purified Pol kappa, fluorescent DNA synthesis assay, 10 min; note: % is set by controls: 0 for no effect and ±100 for the full control effect
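10 nM Pol kappa was preincubated with compounds for 15 min at room temperature. Reaction started with 50 nM (final) substrate. Fluorescence read kinetically at 0 and 10 min.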
BLM inh: inhibitors of human Bloom syndrome helicase BLM | P54132 | recombinant BLM DNA unwinding, fluorescence dequenching | Potency, µM (doses to about 56.1 µM), inactives show at the top dose activity change, negative = inhibition, hits mostly inhibitors | 0.2% of 350,000 active | AID 2528;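 note: plate controls were vehicle for no effect and no enzyme for full effect; nearly all actives have a fitted effect of over 35% in size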
Pol eta inh: blocks human DNA polymerase eta activity; Q9Y253; recombinant Pol eta, fluorescent DNA replication assay; Potency, µM (series often up to 114 µM), without a hit: at the highest dose activity change, negative = inhibition, hits mostly inhibitors; 1.2% of 390,000 active; AID 588591; note: % is set by controls: 0 for no effect and ±100 for the full control effect
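Pol eta (10 nM) was preincubated with compounds for 15 min at room temperature, after which fluorescent replication substrate (50 nM final) was added to start the reaction. Fluorescence was read kinetically at 0 and 10 min.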
G9a inh: inhibitors of human histone lysine methyltransferase G9a; Q96KQ7; Potency, µM (highest dose often 102 µM), for inactives: at the highest dose activity, negative = inhibition, usual class: inhibitors; G9a H3K9 monomethylation, AlphaScreen, 2 h; 8.8% of 350,000 active; AID 504332; note: % is set by controls: 0 for no effect and ±100 for the full control effect; nearly all actives have a fitted effect of over 75% in size
Target sequence (Q96KQ7 913-1193 limits assumed): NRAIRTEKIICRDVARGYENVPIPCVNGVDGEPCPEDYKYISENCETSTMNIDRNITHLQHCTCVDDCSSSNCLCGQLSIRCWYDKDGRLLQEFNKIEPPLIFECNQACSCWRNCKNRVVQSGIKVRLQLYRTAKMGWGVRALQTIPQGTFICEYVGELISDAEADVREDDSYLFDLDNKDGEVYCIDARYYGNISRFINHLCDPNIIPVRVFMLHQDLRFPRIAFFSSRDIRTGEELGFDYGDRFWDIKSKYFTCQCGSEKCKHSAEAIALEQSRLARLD
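Chemiluminescent proximity detection of H3K9 monomethylation, read after 10 min bead incubation in the dark. Reaction: 20 nM G9a, 500 nM biotin-H3K9 peptide, 20 uM SAM cofactor, 2 h, room temperature, following 15 min enzyme-compound preincubation.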
* marks the source's active call; other numbers are inactive results; u = inconclusive; x = no result given; [ ] = dose if it differs, or a comment. Calls come from the whole dose curve; as a rule, active = well fitted curve in the direction sought with a large enough effect; inconclusive = small, poorly fitted or top-dose-only effect, or another doubt; inactive = no such curve, though single readings can be large; an effect the other way counts as inactive or inconclusive. Potency is the fitted concentration of half-maximal effect.

Keys: A = Anesthetic bind; B = BAZ2B inh; C = POLI inh; D = APE1 inh; E = POLB inh; F = Pol kappa inh; G = BLM inh; H = Pol eta inh; I = G9a inh
1	COc1ccc(NC(=O)CSc2ncc3c(n2)-c2ccccc2N(C)S3(=O)=O)cc1Cl
  A = 4%	B = 1%	C = 19%	D = x	E = 22%	F = -4%	G = -5%	H = -16%	I = 2%[59 µM]

2	CCC(c1nnnn1C(C)(C)CC)N1CCN(c2ccccc2F)CC1 (stereo not drawn)
  A = -8%	B = -13%	C = 7%	D = -1%	E = -1%	F = -10%	G = -5%	H = -23%	I = 23%

3	Cc1ccc(NC(=S)Nc2cccc3cnccc23)c(C)c1
  A = -5%	B = -22%	C = 162%[activator]	D = -11%	E = 0%	F = 1%	G = -11%	H = -10%	I = 50µM*

4	Cc1ccccc1-c1noc(-c2ccccc2C(=O)NCc2ccco2)n1
  A = 4%	B = -25%	C = -23%[58.9 µM]	D = 3%	E = -1%	F = 1%	G = 0%	H = -4%	I = u

5	CC(C(=O)NC1CCCC1)N1C(=O)c2cccc3cccc1c23 (stereo not drawn)
  A = 38%[activator]	B = 10%	C = 25%	D = 44%	E = 9%	F = -7%	G = -1%	H = 12%	I = 82%[activator]

6	Cn1c(=O)c(=O)n(C)c2cc([N+](=O)[O-])c(N3CCOCC3)cc21
  A = 4%	B = u	C = 29%	D = 1%	E = 52%	F = -7%	G = 0%	H = -2%	I = x

7	CN1C(=O)c2ccc(NC(=O)c3ccc(N4CCCCC4)c([N+](=O)[O-])c3)cc2C1=O
  A = -8%	B = -7%	C = 12%	D = 2%	E = 4%	F = -8%	G = 3%	H = -3%	I = 16%[59 µM]

8	Clc1cccc2sc(N3CCN(c4ccccc4)CC3)nc12
  A = 53%[activator]	B = 6%	C = 124%[activator]	D = -2%	E = 29%	F = -8%	G = -6%	H = -14%	I = 37%[59 µM]

9	O=C(NCc1ccc(F)cc1)c1ccc2c(c1)N(Cc1c(F)cccc1Cl)C(=O)CS2
  A = -2%	B = 1%	C = 11%	D = x	E = 7%	F = -14%	G = -1%	H = -19%	I = -4%[59 µM]

10	NC(=O)c1ccc(N2CCCCC2)c(N2C(=O)C3CC=CCC3C2=O)c1 (stereo not drawn)
  A = -7%	B = 50µM*	C = 2%	D = 3%	E = 16%	F = -26%	G = -2%	H = 6%	I = 1%[12.7 µM]

11	CCN(C(=O)COC(=O)c1ccc2c(c1)OCO2)c1c(N)n(Cc2ccccc2)c(=O)[nH]c1=O
  A = x	B = 5%	C = 17%	D = 21%	E = x	F = -12%	G = x	H = -4%	I = -23%

12	O=C(NCC1OCCc2ccccc21)c1ccc(NC(=O)c2cccc(Br)c2)cc1 (stereo not drawn)
  A = -1%	B = 0%	C = 28%	D = u	E = 24%[57.1 µM]	F = -5%	G = -1%	H = -20%	I = u

13	O=C(Nc1cccc(C(F)(F)F)c1)c1cc(CN2CCOCC2)on1
  A = -6%	B = -3%	C = -4%	D = x	E = -5%	F = -22%	G = 2%	H = -10%	I = 9%[59 µM]

14	NC(=O)C1CCN(C(=O)CN(c2cccc(C(F)(F)F)c2)S(=O)(=O)c2ccccc2)CC1
  A = -7%	B = 1%	C = 7%	D = 4%	E = -6%	F = -6%	G = -1%	H = 5%	I = 12%[59 µM]

15	CC(C)CC(NS(=O)(=O)c1cc(C(=O)O)ccc1Cl)C(=O)O (stereo not drawn)
  A = -1%	B = u	C = 5%	D = 12%	E = 4%	F = 4%	G = 0%	H = -17%	I = u

16	CCOC(=O)CNC(=O)CSc1nc(-c2cccc(C)c2)ns1
  A = -12%	B = 0%	C = 72%[activator]	D = 10%	E = 33%	F = 1%	G = -7%	H = -17%	I = 11µM*

17	C[C@H](CO)N1C[C@H](C)[C@@H](CN(C)CC2CCCCC2)Oc2c(NC(=O)Cc3ccccc3)cccc2C1=O
  A = x	B = x	C = -23%	D = -11%	E = x	F = -9%	G = x	H = -12%	I = x

18	COc1ccccc1OCc1ccc(C(=O)Nc2ccccc2F)cc1
  A = -13%	B = 3%	C = -4%	D = 12%	E = 10%[57.1 µM]	F = 2%	G = 4%	H = -19%	I = 13%

19	O=C(C(=O)N1CCCCCC1)c1c[nH]c2ccccc12
  A = -23%	B = -5%	C = 97%[activator]	D = -7%	E = 28%	F = -11%	G = -1%	H = 4%	I = -2%

20	CC(/C=N\NC(=O)Cn1cncn1)=C/c1ccc(C(C)C)cc1
  A = -8%	B = -23%	C = 0%[58.9 µM]	D = -5%	E = -2%	F = -12%	G = 0%	H = -23%	I = 31%

21	Nc1ccc2c(c1)-c1ccccc1S(=O)(=O)N2
  A = 98%[activator]	B = u	C = 14µM*	D = -5%	E = -2%	F = u	G = -1%	H = 45µM*	I = 32µM*

22	Cc1ccc2c(c1)c1c(c(=O)n(-c3cccc(Cl)c3)c(=O)n1CC(=O)N1CCCC1)n2C
  A = -12%	B = -5%	C = 2%	D = x	E = 2%	F = -18%	G = -1%	H = -8%	I = -4%[59 µM]

23	Cc1nc2cc(-c3cccc(F)c3)nn2c(C)c1CCC(=O)NC(C)CCc1ccco1 (stereo not drawn)
  A = -14%	B = 7%	C = u	D = 8%	E = 19%	F = 13%	G = -2%	H = -10%	I = u

24	CN1C(=O)C(C)(C)c2cc(S(=O)(=O)N3CCN(c4cccc(Cl)c4)CC3)ccc21
  A = -2%	B = u	C = u	D = -22%	E = 14µM*	F = -36%	G = -9%	H = 0%	I = 0%

25	O=C(Nc1ccon1)c1ccc(Cl)s1
  A = 8%	B = 49%[activator]	C = -4%	D = 0%	E = -3%	F = -3%	G = 0%	H = -4%	I = 4%[59 µM]

26	COCCNc1ncnc2c1[nH]c1ccccc12
  A = 0%	B = 0%	C = 10%[58.9 µM]	D = 2%	E = -18%	F = -24%	G = -4%	H = -12%	I = -1%

27	Cc1ccccc1CNC(=O)CCC(=O)N1Cc2ccccc2Oc2ncccc21
  A = -6%	B = -12%	C = 3%	D = 8%	E = 16%	F = 4%	G = 0%	H = -9%	I = -5%

28	COc1ccc2[nH]c(N=Nc3ccccc3C)c(O)c2c1
  A = -4%	B = u	C = 7%	D = 1%	E = 0%	F = -6%	G = -2%	H = -9%	I = 13µM*

29	CC1CCCCN1C(=O)c1ccc(C(=O)c2ccccc2)cc1 (stereo not drawn)
  A = x	B = x	C = 38%[activator]	D = 39%	E = x	F = 0%	G = x	H = -12%	I = x

30	Cc1ccc(S(=O)(=O)N2CCCC2C(=O)Nc2ccc(Br)cc2)cc1 (stereo not drawn)
  A = 30%[activator]	B = 7%	C = 9%	D = x	E = -2%	F = 12%	G = -3%	H = x	I = 17%[59 µM]

31	CCCc1cc(C(=O)OC)c(NC(=O)OCC)s1
  A = -1%	B = 64%[activator]	C = 0%	D = -1%	E = 0%	F = -6%	G = -7%	H = -17%	I = u

32	COCCn1c(=O)c(-c2ccc(Cl)cc2)nc2cnc(N3CCNCC3)nc21
  A = x	B = x	C = x	D = -6%	E = x	F = 8%[60.1 µM]	G = -8%	H = x	I = -4%[0.501 µM]

33	COc1ccc(C(=O)Nc2ccc3c(c2)OCCO3)cc1S(=O)(=O)N1CCOCC1
  A = x	B = 2%	C = 10%	D = 5%	E = x	F = -8%	G = x	H = -6%	I = 5%[2.33 µM]

34	O=C(Oc1cccc(C(=S)N2CCOCC2)c1)c1ccc([N+](=O)[O-])cc1
  A = 2%	B = u	C = 97%[activator]	D = 40%	E = -14%	F = -8%	G = -6%	H = -12%	I = 32µM*

35	Cc1cccc(-n2c(SCc3cc(=O)n4ccsc4n3)nc3ccccc32)c1
  A = u	B = -30%	C = u	D = 4%	E = u	F = -17%	G = -15%	H = 5%	I = 5µM*

36	Cc1c(C(=O)NCC2COc3ccccc3O2)oc2ccc(S(=O)(=O)N3CCOCC3)cc12 (stereo not drawn)
  A = -2%	B = 4%	C = 6%	D = 4%	E = 8%	F = -5%	G = -10%	H = -17%	I = 50µM*

37	Cc1ccsc1C(=O)OCC(=O)NCCCc1ccccc1
  A = u	B = 7%	C = 20%	D = 1%	E = 6%	F = 3%	G = -1%	H = -7%	I = 6%

38	COc1ccc(C(=O)Nc2cccc(-c3nnc(-c4ccco4)o3)c2)cc1
  A = -10%	B = 8%	C = -3%	D = -1%	E = 8%	F = 4%	G = -4%	H = -6%	I = 3%[59 µM]

39	CCC1(C)Cc2c(sc3nc(SC)[nH]c(=O)c23)CO1 (stereo not drawn)
  A = -11%	B = -15%	C = 51%[activator]	D = 8%	E = 5%	F = 4%	G = -2%	H = -1%	I = 45µM*

40	Cc1ccc2c(c1)COc1c3ccc(C(=O)N4CCCCC4)cc3nn1-2
  A = -8%	B = -3%	C = 8%	D = 21%	E = 37%[activator]	F = 8%	G = -2%	H = -18%	I = -3%[12.7 µM]

Structural class: the compounds so far with an aryl methoxy group
Keys: A = Anesthetic bind; B = BAZ2B inh; C = POLI inh; D = APE1 inh; E = POLB inh; F = Pol kappa inh; G = BLM inh; H = Pol eta inh; I = G9a inh
1	COc1ccc(NC(=O)CSc2ncc3c(n2)-c2ccccc2N(C)S3(=O)=O)cc1Cl
  A = 4%	B = 1%	C = 19%	D = x	E = 22%	F = -4%	G = -5%	H = -16%	I = 2%[59 µM]

18	COc1ccccc1OCc1ccc(C(=O)Nc2ccccc2F)cc1
  A = -13%	B = 3%	C = -4%	D = 12%	E = 10%[57.1 µM]	F = 2%	G = 4%	H = -19%	I = 13%

28	COc1ccc2[nH]c(N=Nc3ccccc3C)c(O)c2c1
  A = -4%	B = u	C = 7%	D = 1%	E = 0%	F = -6%	G = -2%	H = -9%	I = 13µM*

33	COc1ccc(C(=O)Nc2ccc3c(c2)OCCO3)cc1S(=O)(=O)N1CCOCC1
  A = x	B = 2%	C = 10%	D = 5%	E = x	F = -8%	G = x	H = -6%	I = 5%[2.33 µM]

38	COc1ccc(C(=O)Nc2cccc(-c3nnc(-c4ccco4)o3)c2)cc1
  A = -10%	B = 8%	C = -3%	D = -1%	E = 8%	F = 4%	G = -4%	H = -6%	I = 3%[59 µM]

The list is partial; count on the stated rates, not on these rows.
